GPT2 inh = inhibitors of human GPT2 alanine aminotransferase; Q8TD30; Recombinant GPT2, coupled pyruvate oxidase/HRP Amplex Red fluorescence; Potency, µM (titrated, usually from 57.7 µM), inactives show top-dose activity change, negative = inhibition, hits mostly inhibitors; hit rate 0.25% among 100,000; further: potency means the concentration at half of the fitted maximal effect; nearly all actives have a fitted effect of over 60% in size; many of its hits are not listed in these tables
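Recombinant GPT2 (10ng/uL) with 250uM a-KG and 2mM L-alanine, 30 min at room temperature, in HEPES pH 7.5 buffer. Pyruvate detected by pyruvate oxidase/HRP/Amplex Red fluorescence after 30 min in the dark; AOA (50uM) as positive control.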
Luciferase inh = blocks purified firefly luciferase enzyme activity; purified P. pyralis luciferase, luminescence, biochemical; Potency, µM (doses to about 115 µM), for inactives: at the highest dose activity change, negative = inhibition, hits mostly inhibitors; hit rate 2.5% among 76,000; AID 1347043; further: potency means the concentration at half of the fitted maximal effect; nearly all actives have a fitted effect of over 65% in size
Target sequence (P08659 whole entry, looked up): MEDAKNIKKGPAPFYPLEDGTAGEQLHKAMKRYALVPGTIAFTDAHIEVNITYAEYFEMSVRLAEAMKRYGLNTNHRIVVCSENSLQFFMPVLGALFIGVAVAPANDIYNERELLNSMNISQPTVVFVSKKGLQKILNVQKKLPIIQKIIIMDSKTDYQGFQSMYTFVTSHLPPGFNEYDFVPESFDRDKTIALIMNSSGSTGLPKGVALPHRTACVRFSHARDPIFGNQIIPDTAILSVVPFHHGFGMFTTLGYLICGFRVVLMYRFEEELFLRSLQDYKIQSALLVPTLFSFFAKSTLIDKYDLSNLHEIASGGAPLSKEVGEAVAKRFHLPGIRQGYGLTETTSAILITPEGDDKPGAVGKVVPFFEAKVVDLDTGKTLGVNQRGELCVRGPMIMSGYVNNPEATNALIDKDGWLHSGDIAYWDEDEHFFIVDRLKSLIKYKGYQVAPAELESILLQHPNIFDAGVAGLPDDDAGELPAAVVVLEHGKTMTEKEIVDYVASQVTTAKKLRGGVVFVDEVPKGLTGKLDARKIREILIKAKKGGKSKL
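Purified 10nM P. pyralis luciferase with 10uM D-luciferin and 10uM ATP in 50mM Tris acetate pH 7.5, 10mM Mg acetate, 0.01% Tween-20, 0.05% BSA. qHTS titration; luminescence read by CCD imager.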
IP6K1 inh = IP6K1 kinase inhibition; Q92551; IP6K1 kinase, ADP-Glo luminescence, 2 h; stronger effect = lower value; activity change, % (series mostly up to about 58 µM); hit rate 0.81% among 140,000; in the data active means activity change below about -25%
Target sequence (Q92551 whole entry, looked up): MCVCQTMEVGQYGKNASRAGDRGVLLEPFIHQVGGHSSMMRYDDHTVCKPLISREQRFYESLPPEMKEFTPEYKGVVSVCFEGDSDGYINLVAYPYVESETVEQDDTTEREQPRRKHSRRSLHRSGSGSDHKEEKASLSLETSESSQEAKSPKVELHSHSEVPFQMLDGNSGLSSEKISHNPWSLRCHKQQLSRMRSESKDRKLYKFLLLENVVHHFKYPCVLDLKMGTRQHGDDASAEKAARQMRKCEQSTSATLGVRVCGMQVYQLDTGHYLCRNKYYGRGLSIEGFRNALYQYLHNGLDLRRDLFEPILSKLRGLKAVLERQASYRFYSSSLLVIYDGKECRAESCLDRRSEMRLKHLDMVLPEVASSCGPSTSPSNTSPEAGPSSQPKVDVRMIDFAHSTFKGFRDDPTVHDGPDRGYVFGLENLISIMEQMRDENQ
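ADP-Glo luminescence measures ADP made by human IP6K1 during a 2 h RT reaction with ATP/IP6 (mix at 1.3 mM/130 uM); top library doses 57.5 and 19.1 uM final.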
SNCA expr inh = reduces expression of the alpha-synuclein gene | HEK-293 SNCA-luciferase knock-in, luminescence, 24 h | Potency, µM (doses to about 57.2 µM), without a hit: at the top dose activity change, negative = inhibition, hits mostly inhibitors | hit rate 0.17% among 140,000 | AID 1671194;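 further: potency means the concentration at half of the fitted maximal effect; plate controls were DMSO cells for no effect and cell-free wells for full effect; nearly all actives have a fitted effect of over 45% in size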
HEK cytotox = kills HEK 293 cells. HEK 293 viability, ATP luminescence (CellTiter-Glo), 48-72 h. Potency, µM (titrated, usually from 115 µM), inactives show at the highest dose activity change, negative = cytotoxicity, usual class: inhibitors. hit rate 6.6% among 94,000; further: potency means the concentration at half of the fitted maximal effect; nearly all actives have a fitted effect of over 60% in size
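Cytotoxicity was scored by loss of ATP-coupled luminescence (CellTiter-Glo) in HEK 293 cells. Compound treatment ran 48 or 72 hr at 37 degree Celsius, 5% CO2, 95% humidity.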
HEK293 viab = reduces viability of HEK-293 SNCA reporter cells; hit rate 0.12% among 150,000; HEK-293-SNCA-luc viability, GF-AFC fluorescence, 24 h; Potency, µM (doses to about 57.1 µM), for the others: at the highest dose activity change, negative = cytotoxicity, most hits filed as cytotoxic;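 further: potency means the concentration at half of the fitted maximal effect; 0% = DMSO-treated cells and -100% = medium-only wells without cells; nearly all actives have a fitted effect of over 30% in size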
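Cytotoxicity counterscreen: after 24 h compound treatment of genome-edited SNCA-luciferase HEK-293 cells, live-cell protease substrate GF-AFC read by fluorescence after 30 min; activity scaled between DMSO (0%) and medium-only (-100%), curves Hill-fitted.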
3T3 cytotox = kills NIH 3T3 cells; hit rate 4.3% among 94,000; Potency, µM (series often up to 96.7 µM), inactives show top-dose activity change, negative = cytotoxicity, usual class: inhibitors; NIH 3T3 viability, CellTiter-Glo ATP luminescence, 48-72 h; further: potency means the concentration at half of the fitted maximal effect; nearly all actives have a fitted effect of over 55% in size
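First NIH 3T3 cells are plated at 400 cells/well; next compound is pinned in; then plates incubate 48 or 72 hr at 37 °C; finally CellTiter-Glo is added and luminescence read after 10 min.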
* marks the source's active call; other numbers are inactive results; i = inactive; ? = inconclusive; / = no result given; [ ] = dose if it differs, or a comment. Unless noted, the call rests on the fitted dose curve; in most records, active means well fitted curve in the direction sought with a large enough effect; inconclusive means small, poorly fitted or top-dose-only effect, or another doubt; inactive means no such curve, though single readings can be large; an effect the other way counts as inactive or inconclusive. Unless noted, on the % scale 0 is the no-effect control and ±100 the full control effect.

entry	compound	IP6K1 inh	3T3 cytotox	HEK cytotox	SNCA expr inh	GPT2 inh	Luciferase inh	HEK293 viab
1	COCCO[C@H]1C(=O)N(C2CCN(C(=O)C3CC=CC3)CC2)[C@H]1c1ccncc1	3	0%	i	28%	i	-12%	-7%
2	CCOC(=O)c1c(C)[nH]c(C)c1S(=O)(=O)N1CCC(C(=O)NCc2ccc(C)cc2)CC1	-2	/	/	-22%	/	/	5%
3	CC(=O)c1nn(-c2ccc(OC(F)(F)F)cc2)nc1Nc1ccc(Cl)cc1	-20	/	/	33%[activator]	/	/	-10%
4	Cc1ccc(CNC(=O)C2CCN(S(=O)(=O)N3CCC(C)CC3)CC2)cc1	-16	/	/	8%	/	/	4%
5	CC1CCc2c(sc3nnn(CC(=O)Nc4c(C(C)C)cccc4C(C)C)c(=O)c23)C1 (stereo not given)	-6	/	/	7%	/	/	-1%
6	CC(C)NC(=O)N[C@H]1CCN2C(=O)c3cc(-c4ccsc4)ccc3NC(=O)[C@@H]2C1	-6	-17%[174 µM]	-3%[172 µM]	40%[activator][87.6 µM]	4%[88.5 µM]	-6%[172 µM]	2%[87.6 µM]
7	COc1cccc(-c2cn3cc(C(=O)NCC(F)(F)F)nc3s2)c1	-3	?	?	89%[activator]	i	/	5%
8	CN1c2cc(C(=O)N3CCN(c4ccccc4F)CC3)ccc2C(=O)N2CCCCC21 (stereo not given)	-6	-15%	?	-11%	-5%	-8%	17%[12.5 µM]
9	COc1ccccc1CNC(=O)CSc1nc(-c2ccc(OC)c(OC)c2)cc(C(F)(F)F)n1	14	/	/	-15%	/	/	?
10	CC(=O)c1ccc(NC(=O)N[C@@H]2C=C(C(=O)NCCC(N)=O)C[C@@H](O)[C@@H]2O)cc1	-2	i	-1%[172 µM]	11%[87.6 µM]	i	1%[172 µM]	3%[87.6 µM]
11	CC(C)c1noc(C2CCCN(C(=O)NC3CCCCC3)CCC(=O)NCC2)n1 (stereo not given)	4	-10%	-10%	-16%	5%	-10%	-6%
12	CC(=O)c1ccc(NC(=O)CCn2cccn2)cc1	-1	/	/	37%[activator]	/	/	5%
13	CCc1noc([C@@H]2CC(F)(F)CN2C(=O)c2ccc(OC)nc2)n1	3	i	i	4%	i	-2%	-6%
14	CC(C)Oc1ccc(CNC(=O)C2CCCCC(=O)N2Cc2ccccc2)cc1 (stereo not given)	28	?	?	4%	i	0%	-3%
15	O=C(NC1CC1)[C@@H]1C[C@H](Oc2cccnc2)CN1C(=O)Cc1ccccc1	0	-3%	-1%	2%	i	1%	-6%
16	Cc1ccc2c(c1)nc1n2[C@@H](CNC(C)C)COC1	8	-10%[174 µM]	-13%[230 µM]	-27%[87.6 µM]	2%[88.5 µM]	1%[230 µM]	2%[87.6 µM]
17	CCOc1ccc(CCNC(=O)c2ccc(-n3c(C)cc4c3CCCC4)cc2)cc1OCC	5	/	/	?	/	/	?
18	O=C(NC1CCN(C(=O)c2ccc(-c3cncnc3)cc2)CC1)c1cccc(Cl)c1	-6	-23%	-16%	-4%	i	/	2%[12.5 µM]
19	Cc1ccccc1NC(=O)N1CCC(CCN)CC1	-4	i	7%	3%	-3%	1%	-7%
20	CC(C)c1noc([C@@H]2C[C@@H](O)CN2Cc2ccc(N(C)C)cc2)n1	-6	i	i	-2%[87.6 µM]	-2%[88.5 µM]	10%[172 µM]	5%[87.6 µM]
21	CN1CCC(OC2CCN(C(=O)c3ccc(Br)o3)CC2)CC1	-5	5%	1%	?	i	7%	-9%
22	C[C@]1(CO)[C@H]2Cc3sc(NC(=O)COc4ccccc4)nc3[C@@H](CC(=O)O)[C@]2(C)CC[C@H]1O	1	4%	i	8%	-1%	3%	4%
23	Cn1cccc1CN1CCC(N2Cc3ccccc3C2=O)CC1	-3	0%	-11%	24%	i	/	5%
24	CC(C)c1noc(-c2cccn3c(CNC(=O)c4ccc(F)cc4Cl)nnc23)n1	-1	i	i	-23%	i	10%	0%
25	NS(=O)(=O)c1ccc(C(=O)O)cc1	-2	/	/	-44%[25.6 µM]	i	/	-2%[23.9 µM]
26	CCOc1ccc(-c2cc3c(=O)n(CCNC(=O)Cc4cccc(F)c4)ccn3n2)cc1	-9	-30%	?	34%[activator]	i	?	-9%
27	CC(C)CC(=O)Nc1nc2c(s1)CC(C(C)(C)C)CC2 (stereo not given)	-18	/	/	135%[activator]	/	/	-14%
28	COc1ccc(-n2c(=O)c3c(c4cc(OC)ccc4n3C)n(Cc3cc(C)ccc3C)c2=O)cc1	48	/	/	11%	/	/	-17%
29	COCCNC(=O)[C@@H]1C[C@H](Oc2cccnc2)CN1C(=O)C1CC=CC1	2	3%	-2%	9%	i	1%	-4%
30	Cc1ccc(NC(=O)Cn2c(=O)n(CCCS(=O)(=O)C3CCCCC3)c(=O)c3ccccc32)cc1F	-14	/	/	-2%	/	/	-12%
31	O=C(CC1CC1)N1C[C@H]2OC(=O)N(CCc3cccc(Cl)c3)[C@H]2C1	-6	-8%	?	2%	1%	10%	4%
32	CCOc1ccc(NC(=O)CCS(=O)(=O)c2cccc3nonc23)cc1	3	/	/	?	/	/	14%
33	O=C(Cc1ccccc1)N1CCC(Cc2nc(-c3ccccc3)n[nH]2)CC1	17	-25%	?	-1%	i	10%	3%
34	COc1ccc(S(=O)(=O)N2C[C@@H]3C[C@H](C2)c2ccc(NS(=O)(=O)c4cccc(F)c4)c(=O)n2C3)cc1	-9	?	-13%	5%	i	-20%	-10%
35	O=C(Nc1cnc(-c2cccc(Cl)c2)nc1)c1ccsc1	-2	-26%	-14%	83%[activator]	i	?	1%
36	COc1ccc(C(=O)N2CC(c3nnc(-c4ccncc4)o3)C3(CCOCC3)C2)cc1 (stereo not given)	24	i	-9%	-27%	i	-5%	-5%
37	O=C(CSc1nc(=O)n(Cc2ccco2)c2c1CCC2)NCc1ccc(Cl)cc1	-6	/	/	13%	/	/	10%
38	O=S(c1cc(Cl)cc(Cl)c1O)c1cc(Cl)cc(Cl)c1O	0	/	/	-40%[25.6 µM]	i	/	-9%[23.9 µM]
39	c1csc(CNC[C@H]2Cn3ccnc3CO2)c1	-1	i	-12%[230 µM]	-14%[87.6 µM]	0%[88.5 µM]	-2%[230 µM]	-4%[87.6 µM]
40	COc1ccccc1OCC(=O)c1ccc2c(c1)N(C(C)C(=O)NCCc1ccccc1)C(=O)CO2 (stereo not given)	-13	?	?	8%	i	-3%	-30%

An excerpt from above in order of molar mass, highest first.
entry	compound	IP6K1 inh	3T3 cytotox	HEK cytotox	SNCA expr inh	GPT2 inh	Luciferase inh	HEK293 viab
40	COc1ccccc1OCC(=O)c1ccc2c(c1)N(C(C)C(=O)NCCc1ccccc1)C(=O)CO2 (stereo not given)	-13	?	?	8%	i	-3%	-30%
37	O=C(CSc1nc(=O)n(Cc2ccco2)c2c1CCC2)NCc1ccc(Cl)cc1	-6	/	/	13%	/	/	10%
25	NS(=O)(=O)c1ccc(C(=O)O)cc1	-2	/	/	-44%[25.6 µM]	i	/	-2%[23.9 µM]

(list continues)
entry	compound	IP6K1 inh	3T3 cytotox	HEK cytotox	SNCA expr inh	GPT2 inh	Luciferase inh	HEK293 viab
41	Cc1ccc(OC2(C(=O)N[C@H]3CCc4ccccc43)CCNCC2)cc1	-4	?	?	-29%	i	9%	-3%
42	Clc1ccc(-c2nnc([C@H]3CCN(Cc4c[nH]c5ccccc45)C3)o2)cc1	8	112µM*	?	41%[activator][87.6 µM]	1%[88.5 µM]	-9%[172 µM]	-12%[87.6 µM]
43	CSc1cccc(-n2nnc(-c3nsc(NC(=O)c4cccs4)n3)c2C)c1	12	/	/	3%	/	/	11%
44	Cc1nc(-c2c3n(c(=O)n(Cc4ccc(C#N)cc4)c2=O)CCCCC3)no1	5	2%	3%	-10%	i	14%	5%
45	CS(=O)(=O)N1CCC(N2CC(OCC3CC3)C23CCCCC3)CC1 (stereo not given)	3	-11%	-24%	-8%	-13%	2%	-4%
46	O=C(C1CCCN1C(=O)NC1CCCC1)N1CCC(N2Cc3cccn3C2=O)CC1 (stereo not given)	8	-4%	i	3%	2%	/	3%
47	CN(C)[S+](=O)([O-])c1ccc2c(c1)OCCN(Cc1cccc(F)c1F)C2	-8	?	?	-15%[87.6 µM]	i	-5%[172 µM]	-4%[87.6 µM]
48	Cc1ccccc1Nc1c(-c2ccc(N3CCOCC3)cc2)nc2ccccn12	-9	/	/	?	/	/	-9%
49	COc1ccc2nc([C@H]3CCN(Cc4ccc(F)cc4)C3)[nH]c2c1	3	112µM*	79µM*	95%[activator][87.6 µM]	i	50µM*	-10%[87.6 µM]
50	COc1ccc(-c2cccc(C(=O)NCCCOC(C)C)c2)nn1	6	-27%[138 µM]	-19%[172 µM]	/	/	/	/
51	O=CN1CCC(Cn2cnc3cccnc32)CC1	0	0%[138 µM]	1%[172 µM]	24%[87.6 µM]	5%[88.5 µM]	4%[172 µM]	-7%[87.6 µM]
52	O=C(c1ccc2c(c1)OCO2)N1CCC2(CC1)CC(O)CCO2 (stereo not given)	0	-2%	i	-4%	-4%	5%	6%
53	O=C(NC1CCN(C(=O)N2CC3CC(C2)[C@H]2CCCC(=O)N2C3)CC1)c1cnccn1 (stereo not given in full)	1	4%	3%	?	1%	7%	2%
54	CCCS(=O)(=O)N1CC(F)(F)C[C@H]1c1nc(-c2cccnc2)no1	-1	1%	-9%	-8%	i	0%	-1%
55	O=C(c1ccc2c(c1)N(Cc1ccc(Cl)cc1)C(=O)c1ccccc1S2(=O)=O)N1CCN(c2ccccn2)CC1	17	/	/	-3%	/	/	8%
56	Cc1ccccc1C(=O)N1CCC2(C1)C(=O)N(C)c1ccccc12 (stereo not given)	15	i	10%	-9%	4%	4%	1%
57	CN1CC(=O)N(C2CCCNC2)Cc2c(NCCc3ccccc3F)ncnc21 (stereo not given)	1	-5%	-7%	3%	i	/	12%

Reprinted at random: seven records from the list, in no set order.
entry	compound	IP6K1 inh	3T3 cytotox	HEK cytotox	SNCA expr inh	GPT2 inh	Luciferase inh	HEK293 viab
57	CN1CC(=O)N(C2CCCNC2)Cc2c(NCCc3ccccc3F)ncnc21 (stereo not given)	1	-5%	-7%	3%	i	/	12%
49	COc1ccc2nc([C@H]3CCN(Cc4ccc(F)cc4)C3)[nH]c2c1	3	112µM*	79µM*	95%[activator][87.6 µM]	i	50µM*	-10%[87.6 µM]
51	O=CN1CCC(Cn2cnc3cccnc32)CC1	0	0%[138 µM]	1%[172 µM]	24%[87.6 µM]	5%[88.5 µM]	4%[172 µM]	-7%[87.6 µM]
48	Cc1ccccc1Nc1c(-c2ccc(N3CCOCC3)cc2)nc2ccccn12	-9	/	/	?	/	/	-9%
52	O=C(c1ccc2c(c1)OCO2)N1CCC2(CC1)CC(O)CCO2 (stereo not given)	0	-2%	i	-4%	-4%	5%	6%
53	O=C(NC1CCN(C(=O)N2CC3CC(C2)[C@H]2CCCC(=O)N2C3)CC1)c1cnccn1 (stereo not given in full)	1	4%	3%	?	1%	7%	2%
55	O=C(c1ccc2c(c1)N(Cc1ccc(Cl)cc1)C(=O)c1ccccc1S2(=O)=O)N1CCN(c2ccccn2)CC1	17	/	/	-3%	/	/	8%

Screening data from PubChem.

A portion of the library; rates above refer to the full screens.
